# SENP1 FRET inh = blocks the human SENP1 SUMO protease catalytic domain. recombinant SENP1 catalytic domain, CyPet-SUMO1-YPet FRET cleavage. Q9P0U3. 360,000 tested, 0.21% active. inhibition, % at 10 µM;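 active = inhibition at least 30% at 10 µM, raw YFP signal under a set limit, fluorescence ratio 0.5 to 1.5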;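 note: 0% = enzyme with DMSO and 100% = no enzyme wells; some results filed as inactive read as strong as hits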
#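 system = hSENP1 catalytic domain, recombinant | reagent = SFCypet-SUMO1-SFYpet substrate at 25 nM | doses = one dose per compound, 10 µM, 0.5% DMSO | incubation = enzyme reaction for 50 min at room temperature, dark | measured by = FRET, CFP and YFP emission | controls = no-enzyme low, enzyme-DMSO high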
# HKDC1 inhibitor = HKDC1 (human) hexokinase inhibition; 340,000 tested, 0.16% active; recombinant HKDC1, G6PDH/diaphorase resazurin coupled fluorescence; AID 493160; inhibition, % at 20 µM; Q2TB90;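 active = inhibition above about 35% when tested at 20 µM, limit read from the data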;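 note: plate controls were DMSO wells with enzyme for no effect and DMSO wells lacking enzyme for full effect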
# Target sequence (Q2TB90 whole entry, looked up): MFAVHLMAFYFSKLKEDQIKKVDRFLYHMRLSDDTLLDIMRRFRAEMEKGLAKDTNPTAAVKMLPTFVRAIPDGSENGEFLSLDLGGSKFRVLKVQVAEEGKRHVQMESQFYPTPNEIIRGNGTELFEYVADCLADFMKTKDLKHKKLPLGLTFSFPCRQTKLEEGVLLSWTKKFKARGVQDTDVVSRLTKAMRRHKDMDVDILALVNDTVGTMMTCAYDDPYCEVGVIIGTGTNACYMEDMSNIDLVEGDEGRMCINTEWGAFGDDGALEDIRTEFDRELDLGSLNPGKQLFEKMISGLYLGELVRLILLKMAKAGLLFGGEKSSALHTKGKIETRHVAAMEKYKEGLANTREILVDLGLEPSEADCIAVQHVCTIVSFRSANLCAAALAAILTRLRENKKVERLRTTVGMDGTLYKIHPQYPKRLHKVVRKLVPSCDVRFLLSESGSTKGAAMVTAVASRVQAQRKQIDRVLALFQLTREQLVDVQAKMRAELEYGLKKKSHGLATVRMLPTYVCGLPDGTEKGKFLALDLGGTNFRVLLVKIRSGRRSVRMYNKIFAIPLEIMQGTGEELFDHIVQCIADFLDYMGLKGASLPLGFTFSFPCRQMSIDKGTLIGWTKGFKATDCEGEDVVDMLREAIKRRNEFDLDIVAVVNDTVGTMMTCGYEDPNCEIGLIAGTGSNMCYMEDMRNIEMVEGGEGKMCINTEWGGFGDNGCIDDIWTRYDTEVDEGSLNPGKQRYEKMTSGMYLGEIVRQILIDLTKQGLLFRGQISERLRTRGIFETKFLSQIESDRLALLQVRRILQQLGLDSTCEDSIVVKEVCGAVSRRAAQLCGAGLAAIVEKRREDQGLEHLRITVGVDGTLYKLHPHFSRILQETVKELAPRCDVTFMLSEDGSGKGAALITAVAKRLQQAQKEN
#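 Material: recombinant HKDC1 hexokinase; Amount: HKDC1 at 5 µg/mL; Medium: Tris pH 8.0 buffer with MgCl2, Tween-20, BSA, BME; Schedule: 90 min reaction incubation at room temperature, dark; Technique: coupled resazurin fluorescence, excitation 525 nm, emission 613 nm.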
# SENP8 block-1 = SENP8 (human) protease inhibition | 360,000 tested, 0.64% active | inhibition, % at 20 µM | recombinant SENP8, Nedd8 substrate fluorescence | AID 602440; in the data active = inhibition mostly above about 40%, no sharp cut-off; inactive = mostly below about 27%
# SENP8 block-2 = inhibitors of human SENP8 protease; AID 2540; inhibition, % at 10 µM; purified SENP8, Z-RLRGG-aminoluciferin cleavage, luminescence; Q96LD8; 330,000 tested, 1.2% active; in the data active = inhibition above about 50%
# SENP6 inh = inhibitors of human SENP6 protease. inhibition, % at 10 µM. 330,000 tested, 1.8% active. AID 2599. Q9GZR1. Recombinant SENP6 catalytic domain, aminoluciferin luminescence;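 active = inhibition above about 50% at the single tested dose, limit read from the data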;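 note: plate controls were DMSO wells with enzyme for no effect and DMSO wells lacking enzyme for full effect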
# SENP7 inh = SENP7 protease inhibition; recombinant SENP7, Z-RLRGG-aminoluciferin luminescence, 40 min; inhibition, % at 5 µM; 330,000 tested, 1.5% active; AID 434973;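 active = inhibition above about 50% at the single test dose, limit read from the data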;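 note: plate controls were DMSO with enzyme for no effect and no enzyme buffer wells for full effect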
# UBC13 polyUb = human UBC13 polyubiquitination inhibition | UBC13 polyubiquitin chain formation, TR-FRET | inhibition, % at 20 µM | 330,000 tested, 0.47% active | AID 485273; in the data active = inhibition above about 45%, passing the limit was not always enough
# Target sequence (P61088 whole entry, looked up): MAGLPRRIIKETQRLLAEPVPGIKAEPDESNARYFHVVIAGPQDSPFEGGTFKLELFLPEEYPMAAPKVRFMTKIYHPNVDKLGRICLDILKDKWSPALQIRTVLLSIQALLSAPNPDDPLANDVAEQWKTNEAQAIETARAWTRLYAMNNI
# PfGluPho inh = PfG6PD (Plasmodium falciparum) enzyme inhibition; PfGluPho enzyme, NADPH resazurin-diaphorase fluorescence; inhibition, % at 20 µM; 350,000 tested, 0.78% active;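 active = inhibition reaching at least a set limit at 20 µM in the primary screen, cut at about 59% in these data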;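 note: 0% = DMSO wells with substrate and 100% = DMSO wells lacking glucose-6-phosphate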
# MIN6 prolif = MIN6 beta-cell proliferation induction | MIN6 cells proliferation, ATPlite luminescence, 48 h; cells starved in 0.2% serum; 100% = growth in 10% serum | proliferation, % at 10 µM | 330,000 tested, 0.29% active | AID 2380;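 active = compounds whose signal lies at least 3.5 SD above the mean of all wells on their plate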;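 note: 0% = DMSO-treated cells in low-serum medium and 100% = 10% serum control; some compounds called inactive have numbers as strong as hits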
# * marks the source's active call; other numbers are inactive results; i = inactive; / = no result given. These rows are one share of the data; the hit share may differ from the screen's.
SMILES,SENP1 FRET inh,HKDC1 inhibitor,SENP8 block-1,SENP8 block-2,SENP6 inh,SENP7 inh,UBC13 polyUb,PfGluPho inh,MIN6 prolif
CCC(CO)(C(=O)OC1C[N+]2(C)CCC1CC2)c1ccccc1 (stereo not drawn),-2,-12,2,1,-29,-2,0,26,-1
Cc1ccc2c(c1)NP(=S)(Oc1ccccc1)N2 (stereo not drawn),2,0,1,/,/,/,/,8,/
C[N+]12CCC(CC1)C(C(O)(c1ccccc1)c1cccs1)C2 (stereo not drawn),2,5,18,-1,-9,-3,5,-9,-1
COc1ccc(CCNC(C)CCc2ccc(OC)cc2)cc1 (stereo not drawn),2,-4,20,-11,-11,7,2,-12,1
CCCCn1c(NS(=O)(=O)c2ccc(C)cc2)c(C(=O)OCC)c2nc3ccccc3nc21,-25,12,-288,62*,93*,8,-9,12,-5
CCOC(=O)C(NC(=O)CC)(Nc1ccc(C(O)(C(=O)OCC)C(F)(F)F)cc1C)C(F)(F)F (stereo not drawn),-1,2,15,-2,4,1,-4,12,0
O=C(C[N+]12CCN(CC1)CC2)NCCc1ccc(Cl)cc1Cl,2,-7,8,-3,15,-9,-6,9,-1
NC(=O)c1c(Br)n(C2OC(CO)C(O)C2O)c2ncnc(N)c12 (stereo not drawn),1,0,12,/,/,/,/,-1,/
CC(=NCc1ccco1)c1c(O)n(-c2ccc(Cl)cc2)c(=O)[nH]c1=O,-2,-4,12,3,-5,-7,-3,-6,0
CC(C)NCC(O)c1ccc(C2CCCC2)cc1 (stereo not drawn),0,-8,20,-4,-26,-6,8,-8,-4
Cc1ccc(-n2c(O)c(C=Nc3ccc(S(=O)(=O)N(C)C)cc3)c(=O)[nH]c2=O)cc1,5,13,-49,-5,-1,-5,-3,-2,2
O=P(CN1CCN(c2ccccc2)CC1)(N1CCCCC1)N1CCCCC1,1,-4,9,-3,3,6,3,-7,-3
Nc1c(Br)cc([N+](=O)[O-])cc1[N+](=O)[O-],-2,-2,10,-3,-11,5,-6,11,-2
Cc1cc(OC(=O)CCCNC(=O)OC(C)(C)C)c2c3c(c(=O)oc2c1)CCC3,-5,5,-4,-6,-6,0,4,12,-2
Cc1sc2ncn(CC(=O)NCC(=O)N3CCC4(CC3)OCCO4)c(=O)c2c1C,1,-6,9,-2,-8,-4,-5,-7,-1
O/N=C1/C(=C\c2ccccc2)N2CCC1CC2,0,-14,1,0,-2,3,-3,-2,-1
Cc1cc(OCC(=O)NCC(O)c2ccccc2)c2c3c(c(=O)oc2c1)CCCC3 (stereo not drawn),2,3,-187,-7,-6,4,8,-1,2
Cc1ccc(S(=O)(=O)CC(C)(O)C(=O)Nc2cccc(C(F)(F)F)c2)cc1 (stereo not drawn),3,6,33,-7,-17,-9,-6,24,-2
CN1C(=O)C(c2ccc([N+](=O)[O-])cc2[N+](=O)[O-])C(=O)N(C)C1=O,-1,1,18,-5,-8,-3,-26,13,-3
CC1CCN(CC(=O)c2ccc3c(c2)OCCO3)CC1,-5,6,-86,1,-6,-9,8,7,0
COc1ccc(CNCCc2cccc(F)c2)c2ccccc12,/,/,/,-8,-37,-13,6,/,-5
O=C(O)C1=CC2c3ccccc3C1c1ccccc12,2,3,15,-1,0,2,0,-28,-1
Cn1c(O)c(C=NCCN2CCN(C(=O)c3ccccc3)CC2)c(=O)n(C)c1=O,0,1,20,-2,5,-7,8,-3,9.6*
CC1C(OC(=O)CCC(=O)NC(C)(C)CO)O[C@H]2OC3(C)CC[C@H]4[C@H](C)CCC1C24OO3 (stereo partly drawn),2,0,14,3,-3,6,5,-10,-5
CCC1(Oc2ccccc2)C(=O)NC(=O)NC1=O,2,-5,4,/,/,/,/,-12,/
CCCCNC(=S)N1CCn2cccc2C1c1cccnc1 (stereo not drawn),-2,-6,4,-13,-3,-10,-5,-1,0
CSCCC(NC(=O)CCC(=O)OC1CC[C@H]2[C@@H]3CC[C@H]4CC(=O)CC[C@]4(C)[C@H]3CC[C@]12C)C(=O)O (stereo partly drawn),3,2,12,4,0,9,-4,-14,-2
O=c1c2ccccc2nc(/C=C/c2ccco2)n1-c1ccccc1O,-9,2,-37,2,11,-4,-5,50,-1
NC(N)=Nc1ccc2[nH]c3c(c2c1)C[C@@]1(O)[C@H]2Cc4ccc(O)c5c4[C@@]1(CCN2CC1CC1)C3O5 (stereo partly drawn),4,-3,2,6,10,5,30,3,0
CCCN1CCCC(C(=O)c2cc(C)c(OC)c(C)c2)C1 (stereo not drawn),2,-7,13,-7,-3,-11,-1,-17,-3
CC(C)(C)n1cc(C(=O)c2ccccc2)cc1-c1ccccc1,-1,-2,8,4,27,7,13,-8,-5
CCCNC(=O)N1[C@H]2CC[C@@H]1C(C(=O)OC)=C(c1ccc(OC(F)(F)F)cc1)C2,0,-4,16,8,6,9,-9,4,3
CC(C(O)c1ccccc1)N(C)CCn1cnc2c1c(=O)n(C)c(=O)n2C (stereo not drawn),2,-3,18,-8,-12,0,18,-6,2
CCCCCCCCn1sccc1=O,1,7,11,-7,-6,-7,34,92*,-7
Cc1ccc(OP(=O)(NCc2ccccc2)Oc2ccc(C)cc2)cc1,-1,-14,10,-11,1,-4,-14,12,-5
CN1CN(c2ccccc2)C2(CCN(CCCSc3ccccc3NC(=O)/C=C/c3ccccc3)CC2)C1=O,1,-3,21,/,/,/,/,17,/
C/C=C1\CN2[C@H]3C[C@@]45c6ccccc6N(C)[C@H]4[C@@H]2CC1C3[C@H]5O (stereo partly drawn),-8,-6,14,-7,-2,-20,-3,-2,-2
Cc1ccc(Cn2cc(C=O)c3ccccc32)cc1,4,3,-2,2,19,-3,25,4,0
O=c1[nH]c(=O)n(Cc2ccccc2Cl)c(O)c1/C=C1/C=CC=N1,-24,6,7,-9,-2,-4,-26,13,-5
C=CCn1c(=O)c(C=Nc2cccc([N+](=O)[O-])c2)c(O)n(CCCC)c1=O,-61,13,5,0,-2,10,-4,17,-3
COc1ccc(N2C(=O)NC(=O)/C(=C\c3cn(C)c4ccccc34)C2=O)cc1,17,7,22,-10,-18,-5,-40,-4,-4
CCc1ccc(CNCCc2c[nH]c3ccccc23)cc1,1,-6,5,-2,-15,7,9,-6,-5
O=c1[nH]c(=O)n(Cc2ccccc2)c(O)c1C=NCCN1CCOCC1,-2,0,4,-3,-15,1,-3,-9,0
CN1CCN(S(=O)(=O)c2cnc(Cl)c(Br)c2)CC1,2,15,14,-5,9,0,9,12,0
O=[N+]([O-])c1ccc(N2CCNCC2)c(Cl)c1,1,-4,15,2,-10,12,-8,6,-3

# A draw from above in order of molar mass, rising.
SMILES,SENP1 FRET inh,HKDC1 inhibitor,SENP8 block-1,SENP8 block-2,SENP6 inh,SENP7 inh,UBC13 polyUb,PfGluPho inh,MIN6 prolif
Cc1ccc(Cn2cc(C=O)c3ccccc32)cc1,4,3,-2,2,19,-3,25,4,0
CCc1ccc(CNCCc2c[nH]c3ccccc23)cc1,1,-6,5,-2,-15,7,9,-6,-5
CN1CCN(S(=O)(=O)c2cnc(Cl)c(Br)c2)CC1,2,15,14,-5,9,0,9,12,0
CN1CN(c2ccccc2)C2(CCN(CCCSc3ccccc3NC(=O)/C=C/c3ccccc3)CC2)C1=O,1,-3,21,/,/,/,/,17,/

# Molecules from the list above with a COOH group:
SMILES,SENP1 FRET inh,HKDC1 inhibitor,SENP8 block-1,SENP8 block-2,SENP6 inh,SENP7 inh,UBC13 polyUb,PfGluPho inh,MIN6 prolif
O=C(O)C1=CC2c3ccccc3C1c1ccccc12,2,3,15,-1,0,2,0,-28,-1
CSCCC(NC(=O)CCC(=O)OC1CC[C@H]2[C@@H]3CC[C@H]4CC(=O)CC[C@]4(C)[C@H]3CC[C@]12C)C(=O)O (stereo partly drawn),3,2,12,4,0,9,-4,-14,-2

# New compounds follow.
SMILES,SENP1 FRET inh,HKDC1 inhibitor,SENP8 block-1,SENP8 block-2,SENP6 inh,SENP7 inh,UBC13 polyUb,PfGluPho inh,MIN6 prolif
COc1cc2c3cc1Oc1c(OC)c(OC)cc4c1[C@H](Cc1ccc(cc1)Oc1cc(ccc1O)C[C@H]3N(C)CC2)N(C)CC4,1,-3,28,1,2,-8,24,34,-6
C[C@]12CCC3C(CC[C@H]4C[C@H](O)CC[C@]34C)C1C[C@H](O)[C@H]2O (stereo partly drawn),-1,-4,4,/,/,/,/,4,/
COc1ccc(C(C)=O)cc1Cc1c(O)[nH]c(=S)[nH]c1=O,2,-7,13,0,2,7,-5,16,-1
CCOc1cc(C=C2C(=O)NC(=S)NC2=O)ccc1O,-15,2,-1,/,/,/,/,17,/
CC(C)(C)[C@]1(O)C[C@@H]2OC(=O)C[C@@]23C(=O)O[C@@H]2OC(=O)[C@H](O)[C@]213,0,-4,23,-10,-11,0,-16,-11,-1
O=c1c2ccccc2nc(Cc2cccc([N+](=O)[O-])c2)n1-c1ccc(O)cc1,1,-2,29,2,3,1,22,6,-1
CCOC(=O)C(O)(c1cn(C)c2ccccc12)C(F)(F)F (stereo not drawn),0,1,14,-2,-4,2,-2,2,-2
CNCCc1c(C)n[nH]c1C,1,-6,18,-4,7,7,-6,-11,-6
CC(C)CCn1c(N)c(C(=O)OCC2CCCO2)c2nc3ccccc3nc21 (stereo not drawn),-76,3,i,-4,-3,9,12,13,-2
CCN(CC)C(=O)c1ccc(NC(=O)c2sccc2-c2ccccc2)cc1,0,-4,12,5,2,-6,-2,6,0
CSCCC(N=Cc1c(O)n(-c2ccc(F)cc2)c(=O)[nH]c1=O)C(=O)OC(C)(C)C (stereo not drawn),0,-2,8,-2,-14,9,5,-11,3
FC(F)(F)c1ccccc1N1CC1c1ccncc1 (stereo not drawn),-5,1,6,-5,-23,-1,-4,7,0
CCOC(=O)[C@]12Cc3cc(OC)ccc3[C@H]1N(Cc1ccccc1)C(=O)c1ccccc12,1,0,11,/,/,/,/,17,/
Cc1ccc(S(=O)(=O)N2CCCCC2)cc1NC(=O)CN1CC=C(c2ccccc2)CC1,-13,6,-27,0,1,-1,4,3,-4
O=C(CN1CCOCC1)c1ccc2cc[nH]c2c1,-11,-2,-337,7,4,2,4,7,-2
CC12CC[C@H]3[C@@H](CCC4(O)C[C@H](O)CCC34/C=N/NC(=O)c3ccccc3[N+](=O)[O-])C1(O)CCC2C1=CC(=O)OC1 (stereo partly drawn),1,4,18,-3,-26,-7,-8,-15,0
Cc1cc(NC(=O)CCC(=O)N2CCC3(CC2)OCCO3)no1,1,-3,7,3,-6,3,12,-21,-3
CC/C(=N\N1CCN(C)CC1)c1c(O)[nH]c(=O)[nH]c1=O,0,-13,9,-5,-1,-2,1,2,0
CS(=O)(=O)NNP(=O)(NNS(C)(=O)=O)NC(=O)c1ccc(Br)cc1,-2,-10,16,-11,-13,0,13,-7,-3
CCCN(CCC)C1CCc2ccc(O)cc2C1 (stereo not drawn),-1,2,0,-7,3,9,9,-13,-6
COc1ccccc1NC1=NCCS1,1,-10,33,-1,-18,-2,8,-7,-6
CN(C)c1ccc(/C=C2/C(=N\O)C3CCN2CC3)cc1,-70,6,-196,-2,-16,5,-6,-7,2

# Screening results as filed in PubChem BioAssay.
